Sm TGR block – blocks Schistosoma mansoni thioredoxin glutathione reductase; AID 485364; Q962Y6; purified TGR, DTNB reduction, TNB absorbance 405 nm; Potency, µM (highest dose often 114 µM), without a hit: top-dose activity change, negative = inhibition, most hits filed as inhibitors; hit rate 3% among 360,000; also: nearly all actives have a fitted effect of over 60% in size
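TGR 20 nM + NADPH 100 uM (dispensed conc.), cpd preinc 15 min RT; start with NADPH (500 uM addition) then DTNB (15 mM addition). Kinetic TNB absorbance, 405 nm filter. Four-parameter Hill fit across titration.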
LmPK inhibitor – blocks Leishmania mexicana pyruvate kinase activity; Q27686; purified LmPK, Kinase-Glo ATP luminescence, 1 h; Potency, µM (highest dose often 57.5 µM), for inactives: at the highest dose activity change, negative = inhibition, hits mostly inhibitors; hit rate 0.37% among 290,000
Target sequence (Q27686 whole entry, looked up): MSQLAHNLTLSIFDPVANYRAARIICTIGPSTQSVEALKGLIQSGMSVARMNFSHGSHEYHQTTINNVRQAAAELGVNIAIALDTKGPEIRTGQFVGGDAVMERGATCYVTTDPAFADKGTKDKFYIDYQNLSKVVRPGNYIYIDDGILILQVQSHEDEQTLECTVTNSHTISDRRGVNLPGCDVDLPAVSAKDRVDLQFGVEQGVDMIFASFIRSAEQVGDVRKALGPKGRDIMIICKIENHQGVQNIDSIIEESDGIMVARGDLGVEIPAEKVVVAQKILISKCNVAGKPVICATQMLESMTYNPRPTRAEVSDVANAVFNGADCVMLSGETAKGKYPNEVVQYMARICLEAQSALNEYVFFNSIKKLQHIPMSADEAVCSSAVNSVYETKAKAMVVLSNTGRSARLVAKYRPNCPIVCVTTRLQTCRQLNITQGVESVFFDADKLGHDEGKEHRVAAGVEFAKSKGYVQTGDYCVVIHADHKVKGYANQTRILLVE
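In 50 mM imidazole pH 7.2 with 7 mM MgCl2, LmPK (0.1 nM) turned over PEP (0.5 mM) and ADP (0.1 mM) for 1 h at room temperature. Luciferase read-out of ATP.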
HCV inhibitor – blocks hepatitis C virus; Potency, µM (top dose mostly 41.8 µM), inactives show at the highest dose activity change, negative = inhibition, hits mostly inhibitors; AID 651820; Huh7.5.1 HCVcc-Cre infection, luciferase reporter, 44 h; hit rate 3.4% among 340,000
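After 44 h co-culture of compound, cells and HCVcc-Cre (~0.5 moi), substrate is added for 15 min at room temperature and luciferase measured over 15 sec. Cells were seeded at 1,000/well and pre-cultured 4 h.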
Pf growth 96h – P. falciparum growth inhibition at 96 hours | P. falciparum luciferase reporter growth, 96 h | Potency, µM (series often up to 28.7 µM), for the others: at the highest dose activity change, negative = inhibition, most hits filed as inhibitors | hit rate 6.9% among 320,000
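P. falciparum expressing integrated firefly luciferase grown in erythrocytes (2% hematocrit, 0.05% parasitemia final) with compounds for 96 hours at 37 C, 5% CO2. Growth inhibition read as loss of luminescence after adding luciferase detection reagent.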
Tb PYK inh – inhibitors of Trypanosoma brucei pyruvate kinase; Potency, µM (titrated, usually from 76.8 µM), for the others: at the top dose activity, negative = inhibition, hits mostly inhibitors; hit rate 0.12% among 410,000; AID 624173; Q57TT1; TbPYK enzyme, Kinase-Glo Plus ATP luminescence, 45 min; also: nearly all actives have a fitted effect of over 50% in size
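Readout: single end-point luminescence (Kinase-Glo Plus, 10 min). Reaction conditions were TbPYK/substrate plus 130 uM ADP, 45 min at RT, pH 7.2 TEA buffer. No-enzyme wells served as controls, and data were normalized before concentration-response fitting.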
Pf growth 48h – inhibits P. falciparum growth in the first generation, 48 h; P. falciparum luciferase growth in erythrocytes, 48 h; AID 504832; hit rate 5.9% among 310,000; Potency, µM (doses to about 28.7 µM), for the others: at the top dose activity change, negative = inhibition, most hits filed as inhibitors
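In quantitative HTS format, infected erythrocytes bearing luciferase-reporter parasites were treated for a single generation at 37 C. Luminescence after adding detection reagent served as the growth measure.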
Starred values were filed as active, the others as inactive; ? = inconclusive; nt = not tested or not shown; & = joins results of further samples; [ ] = remark or other dose. Calls follow the shape of the dose curve; as a rule, active = well fitted curve in the direction sought with a large enough effect; inconclusive = small, poorly fitted or top-dose-only effect, or another doubt; inactive = no such curve, though single readings can be large; an effect the other way counts as inactive or inconclusive. % is scaled to controls: 0 for no effect and ±100 for the full control effect; potency is read from the fitted curve at half-maximal effect. Compounds as they come; any-hit rate near 16%.

SMILES	Sm TGR block	LmPK inhibitor	HCV inhibitor	Pf growth 96h	Tb PYK inh	Pf growth 48h
O=C(CCC(=O)Nc1ccc(Oc2ccccc2)cc1)NCCO	5%	-3%	-7%	7%	1%	5%
O=C(Nc1ccccc1)c1ccc(-c2ccc(Br)cc2)o1	-9%	0%	?	103%[activator]	7%	113%[activator]
O=C(OCC(=O)N1CCc2ccccc21)c1c2c(nc3ccccc13)CCCCC2	-8%	1%	2.8µM*	-88%	-3%	4.7µM*
CC1CCC2(CC1)NC(=O)N(CC(=O)Nc1sc3c(c1C(N)=O)CCC3)C2=O (stereo not given)	40µM*	3%	12%	20%	-6%	25%
C=CCn1c(N)c(-c2nc3ccccc3n2C)sc1=S	1%	-8%	0%	?	-18%	2%
O=C(Nc1cccc(-c2cn3ccccc3n2)c1)c1cc2ccccc2oc1=O	-12%	-5%	9%	0%	-32%	-12%
O=C(CSc1nnc(-c2ccncc2)n1Cc1ccco1)Nc1nc(-c2ccccc2)cs1	?	1%	10µM*	24%	-17%	nt
O=C1CCCC(O)=C1C1NCCc2ccccc21 (stereo not given)	?	0%	19%	38%[activator]	-10%	nt
Nn1c(COc2ccccc2F)nnc1SCC(=O)NC1CCCC1	-21%	0%	nt	?	-11%	2%
CC1CC1C(=O)Nc1nc(-c2cccs2)c(-c2cccs2)s1 (stereo not given)	-1%	2%	?	-23%	-3%	4%
CC1Nc2ncnc(N3CCc4ccccc4C3)c2N(Cc2ccc(Cl)cc2)C1=O (stereo not given)	-36%	nt	3%	5.2µM*	1%	13µM*
CCOc1ccc(S(=O)(=O)NCCC(=O)NCCCSc2ccccc2)cc1	0%	nt	1%	?	-1%	?
Clc1ccc(Cl)c(OCc2cc(-c3ccccc3Cl)on2)c1	-29%	-1%	?	102%[activator]	3%	?
CCN(CC)S(=O)(=O)c1cccc(-c2n[nH]c(=S)n2C)c1	-2%	-16%	6%	?	?	-24%
Cc1c(CC(=O)NCCCO)c(=O)oc2cc3c(cc12)CCC(C)(C)O3	11%	-3%	4%	-2%	1%	16%
Cc1ccc(S(=O)(=O)NCCc2ccccc2)cc1	-18%	-8%	11%	-6%	1%	nt
Cc1nn(CCC(=O)NCc2ccc(OC(C)C)cc2)c(=O)c2nn(-c3ccccc3)c(C)c12	1%	-1%	-15%	128%[activator]	2%	?
O=C(Nc1ncn[nH]1)c1cc(S(=O)(=O)Nc2cccc(C(F)(F)F)c2)ccc1Cl	-14%	3%	15%	9%	7%	1%
COc1ccc2oc(N)c(C=O)c(=O)c2c1	16%	0%	-3%	48%[activator]	0%	8%
CCOC(=O)c1c(C)[nH]c(C(=O)CN2CCOCC2)c1C	-12%	1%	10%	3%	-9%	13%
Cc1ccc(N/C(CSC(N)=O)=N/S(=O)(=O)c2ccccc2)cc1	-2%	8%	0%	3.3µM*	0%	26%
CCOC(=O)N1CCN(C(=O)CNC(=O)c2ccc(Br)cc2)CC1	-3%	-8%	0%	?	1%	15%
CNC(=O)c1cccc(NC(=O)C(C)c2ccc3cc(OC)ccc3c2)c1 (stereo not given)	6%	7%	-2%	?	-2%	?
CCOc1ccc(CC(=O)N2N=C(C)CC2(O)C(F)(F)F)cc1 (stereo not given)	1%	1%	-2%	-7%	-9%	7%
NC(=S)NNc1c(F)c(F)c(F)c(F)c1F	40µM*	-1%	26%	15%	-2%	?
N#C/C=C(/N)c1ccc(Br)cc1	-3%	1%	19%	10µM*	-4%	13µM*
CCCC(=O)N/C(N)=N/c1nc(C)c2ccccc2n1	-4%	2%	?	1.9µM*	-1%	?
COCc1cc(C)nc2sc(C(=O)NN)c(-n3cccc3)c12	2%	0%	22%	-23%	6%	29%
CCN(CC)C(=O)CSc1nnc(CNc2ccc(F)cc2)o1	6%	7%	12%	?	0%	5%
CCC(c1nnc(SCC(=O)Nc2cccnc2Cl)n1-c1ccccc1)N(C)C (stereo not given)	-16%	-1%	22%	?	1%	11%

A few values from the entries so far:
Sm TGR block result of CCC(c1nnc(SCC(=O)Nc2cccnc2Cl)n1-c1ccccc1)N(C)C (stereo not given) → -16%
Tb PYK inh result of Cc1nn(CCC(=O)NCc2ccc(OC(C)C)cc2)c(=O)c2nn(-c3ccccc3)c(C)c12 → 2%

Remaining list, next part
SMILES	Sm TGR block	LmPK inhibitor	HCV inhibitor	Pf growth 96h	Tb PYK inh	Pf growth 48h
CNC(=O)CSc1nnc(-c2ccccc2)n1C	7%	-11%	8%	53%[activator]	1%	8%
COc1ccc(-c2[nH]c(-c3ccc(C)cc3)nc2SCC(=O)NC2CCCC2)cc1	2%	6%	?	-12%	7%	?
Cc1ccccc1NC(c1cccc(Cl)c1)c1nnnn1C1CCCCC1 (stereo not given)	-12%	4%	13%	-8%	5%	?
CNC(=S)N1CCc2cc(OC)c(OC)cc2C1COc1ccc(OC)cc1 (stereo not given)	10%	12%	0%	?	-1%	?
CS(=O)(=O)N1CCC(C(=O)Nc2cccc([N+](=O)[O-])c2)CC1	6%	1%	-24%	?	1%	32%[5.75 µM]
Cc1cc(C)c(C)c(OCCN2CC(C)OC(C)C2)c1 (stereo not given)	5%	2%	-3%	0%	-15%	69%[activator]
CC(=O)NNC(=O)CCn1nnc(-c2ccc(Cl)cc2)n1	-7%	5%	16%	-23%	1%	32%[activator]
Cc1cnc(NC(=O)C2CCCC2)s1	-20%	-2%	3%	44%[activator]	-1%	21%
O=C(N/N=C/c1cccc(O)c1)c1cc(-c2ccccc2)nc2ccccc12	14%	-4%	-7%	7%	3%	-13%
COc1ccc([C@@H]2OC2(C(N)=O)C(N)=O)cc1	-7%	-4%	7%	5%	-2%	2%
CC(C)Oc1ccc(C(=O)Nc2cccc3cccnc23)cc1	-13%	0%	-13%	-9%	-2%	22%
NC(=O)c1ccccc1NS(=O)(=O)c1ccccc1	-24%	4%	3%	nt	nt	13%
Cc1ccc(S(=O)(=O)NCC2CCC(C(=O)NCCCN3CCOCC3)CC2)cc1 (stereo not given)	-23%	-7%	17%&-1%	-18%	4%	4%
COc1cc(CN(CCN(C)C)Cc2ccccc2)ccc1OCc1ccccc1	-3%	0%	?	?	1%	?
COc1cc2c(cc1OC)CN(C(=S)Nc1ccc(Cl)cc1)CC2	5%	0%	-25%	53%[activator]	5%	2%
CC(C)NC(=O)C(=O)NNC(=O)CCc1ccccc1	79%[activator]	4%	7%	?	-2%	25%
CCC(O)CNC(=O)NC(=C(Cl)Cl)c1ccc(C)c(F)c1 (stereo not given)	1%	1%	16µM*	-26%	5%	?
CC1(c2ccc3c(c2)OCO3)NC(=O)N(CC(=O)Nc2ccc(N3CCOCC3)cc2)C1=O (stereo not given)	-14%	-2%	7%&6%	2%	7%	5%
O=C1CC(C(=O)Nc2cc(Cl)ccc2Cl)n2ncnc2N1 (stereo not given)	22µM*	1%	5%	-7%	-8%	42%[activator]
CCCCCn1c(=O)c(C(=O)Nc2ccccc2N)c(O)c2ccccc21	3%	3%	?	334%[activator]	-2%	4.1µM*
O=C(Nc1ccc2c(c1)OCO2)c1cccs1	-2%	25µM*	11%	7%	-14%	53%[activator]
COc1ccc(NC(=O)NCc2ccncc2)c(OC)c1	3%	-6%	5%	29%	nt	16%
CCNC(=O)/C(C#N)=C/c1c(N(Cc2ccccc2)Cc2ccccc2)nc2ccccn2c1=O	-9%	1%	11µM*	13µM*	1%	3.7µM*
CCOc1ccccc1/C=C\c1nc(O)c([N+](=O)[O-])c(=O)[nH]1	-25%	3%	10%	-6%	-10%	54%[0.00184 µM]
O=C(NNC(=O)c1ccc(Cl)cc1Cl)Nc1ccccc1	-8%	6%	10%	41%[activator]	-7%	25%
Cc1cc(C)nc(NS(=O)(=O)c2ccc(NC(=O)Nc3ccccc3F)cc2)n1	2%	2%	-3%	22%	6%	8%
CC1(C)COC(c2coc3ccccc3c2=O)OC1	?	-10%	31%[activator]	119%[activator]	-2%	60%[activator]
O=c1[nH]c(=O)n(Cc2ccco2)c(O)c1/C=N/N1CCCCCC1	-5%	1%	25%	?	1%	22%
COc1ccccc1-n1c(=S)[nH]c2c(sc(=S)n2-c2ccc(C)cc2C)c1=O	-10%	15%	?	-11%	?	-2%
O=c1nc(-c2ccccc2)c2ccccc2[nH]1	14%	3%	-7%	-25%	4%	nt

Grouped by structure: the entries above containing an NH in an aromatic ring.
SMILES	Sm TGR block	LmPK inhibitor	HCV inhibitor	Pf growth 96h	Tb PYK inh	Pf growth 48h
CCN(CC)S(=O)(=O)c1cccc(-c2n[nH]c(=S)n2C)c1	-2%	-16%	6%	?	?	-24%
O=C(Nc1ncn[nH]1)c1cc(S(=O)(=O)Nc2cccc(C(F)(F)F)c2)ccc1Cl	-14%	3%	15%	9%	7%	1%
CCOC(=O)c1c(C)[nH]c(C(=O)CN2CCOCC2)c1C	-12%	1%	10%	3%	-9%	13%
COc1ccc(-c2[nH]c(-c3ccc(C)cc3)nc2SCC(=O)NC2CCCC2)cc1	2%	6%	?	-12%	7%	?
CCOc1ccccc1/C=C\c1nc(O)c([N+](=O)[O-])c(=O)[nH]1	-25%	3%	10%	-6%	-10%	54%[0.00184 µM]
O=c1[nH]c(=O)n(Cc2ccco2)c(O)c1/C=N/N1CCCCCC1	-5%	1%	25%	?	1%	22%
COc1ccccc1-n1c(=S)[nH]c2c(sc(=S)n2-c2ccc(C)cc2C)c1=O	-10%	15%	?	-11%	?	-2%
O=c1nc(-c2ccccc2)c2ccccc2[nH]1	14%	3%	-7%	-25%	4%	nt

Remaining list, next part
SMILES	Sm TGR block	LmPK inhibitor	HCV inhibitor	Pf growth 96h	Tb PYK inh	Pf growth 48h
Cc1nonc1OCCNCCNc1ccc([N+](=O)[O-])c2cccnc12	-5%	-2%	?	-18%	-9%	0%
COc1ccc(CN(C)Cc2nc(Cc3cccc(F)c3)no2)c2cccnc12	-28%	2%	10µM*	?	2%	?
CC(Oc1ccc(Cl)cc1Cl)C(=O)Nc1ccc(S(=O)(=O)Nc2cnc3ccccc3n2)cc1 (stereo not given)	0%	3%	17%	?	-20%	11%
CCNC(=O)N1CCCC(C(=O)c2ccc(C(F)(F)F)cc2)C1 (stereo not given)	12%	-5%	2%	?	1%	?
Cc1ccc(-n2nc(C)c3c(C)c(CCC(=O)NC(C)c4ccccc4)c(C)nc32)cc1 (stereo not given)	3%&0%	8%	7%	9.3µM*	2%&-3%	nt
O=C(/C=C/c1cccs1)NC1CCCC1	7%	-4%	10%	34%[activator]	-3%	21%
COc1ccc(C2=NOC(C(=O)N(C)Cc3ccccc3)C2)cc1 (stereo not given)	-9%	-2%[11.5 µM]	11%	17%	-1%	-16%
COC(=O)CSc1ncnc2c1sc1nc3c(cc12)COC(C)(C)C3	2%	2%	8%	?	7%	81%[activator]
CC1=[N+](CC(=O)c2ccccc2)CCn2cccc21	-12%	7%	?	25%	-9%	?
CN(C)S(=O)(=O)c1cccc(C(=O)Nc2ccccc2Cl)c1	2%	7%	?	nt	2%	32%[activator]
CCN1CCN(c2cc(C)c3cc(NC(=O)c4cccnc4Cl)ccc3n2)CC1	1%	-5%	?	nt	1%	nt
C/C(=N\NC(=O)c1ccc(O)cc1)c1ccc2c(c1)OCCO2	-16%	nt	6%	?	-2%	-11%
Cc1ccc(N)c2c1OCCC2=O	-6%	5%	-4%	16%	-3%	?
Cc1cc2cc(CNC(=O)Cc3ccc([N+](=O)[O-])cc3)ccc2n1C	2%	3%	8%	-10%	3%	-8%
CCC1=NN2C(=N)/C(=C\c3cccn3-c3ccc(OC)cc3)C(=O)N=C2S1	2%	10%	0%	-20%	4%	?
Cc1nn(CC(=O)Nc2ccc(Cl)cc2Cl)c(=O)c2ccccc12	2%	-1%	3%	-14%	-2%	-3%
Cc1c(NC(=O)c2ccc(Cl)c(S(=O)(=O)N3CCCCC3)c2)c(=O)n(-c2ccccc2)n1C	1%	9%	nt	-14%	0%	-8%

Compound activity: PubChem, National Center for Advancing Translational Sciences (NCATS)
